Source: PubChem BioAssay (several laboratories)
MC4R antagonist: blocks human MC4R cAMP signaling; P32245; MC4R-expressing cells, MTII-stimulated cAMP, LANCE TR-FRET; inhibition, % at 6.5 µM; 360,000 tested, 0.48% active; AID 540295;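 active = inhibition above its plate's cutoff, the mean of tested wells on that plate plus 3 SD, cut at about 29% in these data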;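 also: 0% = Melanotan II alone and 100% = Melanotan II plus saturating MCL0020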
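System – human MC4R-expressing U2OS cells · Also added – Melanotan II · Dosing – one concentration, 6.5 µM nominal · Timing – 30-min compound, 1-h challenge, 1-h detection, room temperature · Measured by – Eu-cAMP/anti-cAMP TR-FRET, emission 671 nm · Replicates – singlicate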
H9c2 protect: myocardial damage modulation in H9c2 cells; AID 588492; protection from H2O2 cell death, % at 20 µM; H9c2 cardiomyocytes, H2O2 injury protection, ATPLite, 2 h; 360,000 tested, 0.63% active;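 active = compounds giving at least 50% protection of heart cells from peroxide-induced death in the single-dose screen, raw or plate-pattern-corrected value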;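 also: 0% = DMSO wells with peroxide and 100% = DMSO wells without peroxide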
ABHD5 PLIN5 PPI: inhibitors of human ABHD5-perilipin-5 interaction | Split G. princeps luciferase complementation, luminescence, 4 h | inhibition, % at 4 µM | 360,000 tested, 0.78% active | AID 602281;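 active = inhibition above the mean inhibition across every tested compound plus 3 SD, cut at about 22% in these data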;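 also: 0% = DMSO only wells and the 100% control is not disclosed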
ABCB6 inh 2: human ABCB6 transporter inhibition. Q9NP58. K562-ABCB6 porphyrin accumulation, flow cytometry, 1 h; stronger effect = lower value. fluorescence ratio to DMSO, % at 10 µM. 360,000 tested, 0.19% active. AID 602162;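 active = fluorescence ratio to DMSO below 75%, the collection mean minus 3 SD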;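 also: signal is porphyrin accumulated inside mitochondria; 100% equals median channel fluorescence of DMSO control wells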
Target sequence (Q9NP58 whole entry, looked up): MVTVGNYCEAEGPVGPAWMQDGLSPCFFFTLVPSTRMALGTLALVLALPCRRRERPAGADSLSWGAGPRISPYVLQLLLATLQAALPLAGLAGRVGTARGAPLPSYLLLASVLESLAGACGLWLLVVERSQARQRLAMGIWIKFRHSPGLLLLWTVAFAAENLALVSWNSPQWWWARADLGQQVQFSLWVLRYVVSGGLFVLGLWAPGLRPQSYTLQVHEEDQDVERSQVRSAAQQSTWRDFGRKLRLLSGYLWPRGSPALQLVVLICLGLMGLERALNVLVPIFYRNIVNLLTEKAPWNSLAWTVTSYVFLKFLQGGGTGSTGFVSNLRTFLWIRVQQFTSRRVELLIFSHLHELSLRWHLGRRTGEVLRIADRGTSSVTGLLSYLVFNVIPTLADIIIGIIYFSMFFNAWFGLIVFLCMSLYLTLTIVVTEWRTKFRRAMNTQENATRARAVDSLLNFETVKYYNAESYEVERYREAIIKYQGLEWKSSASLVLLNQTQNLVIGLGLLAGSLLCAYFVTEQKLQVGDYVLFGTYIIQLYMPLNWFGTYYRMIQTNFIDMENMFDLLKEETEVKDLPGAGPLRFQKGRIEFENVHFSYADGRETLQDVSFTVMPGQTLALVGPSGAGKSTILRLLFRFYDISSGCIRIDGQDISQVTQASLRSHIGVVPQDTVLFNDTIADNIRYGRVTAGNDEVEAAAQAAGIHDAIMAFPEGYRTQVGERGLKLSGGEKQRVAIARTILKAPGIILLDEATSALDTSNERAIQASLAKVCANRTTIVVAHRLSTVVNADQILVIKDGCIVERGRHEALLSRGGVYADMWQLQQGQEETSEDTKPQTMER
Granule exo inh: blocks lytic granule exocytosis. inhibition, % at 10 µM. AID 651702. 360,000 tested, 0.66% active. TALL-104 LAMP-1 surface exposure, flow cytometry; cells stimulated with thapsigargin and PMA;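 active = inhibition above about 55%, limit read from the data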
m5-HT2A agonist: agonists of mouse serotonin 5-HT2A receptor (HTR2A); CHO-K1 mHTR2A beta-arrestin complementation, luminescence; percent of 30 µM serotonin response; activation, % at 7.6 µM; 360,000 tested, 0.66% active;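 active = activation above a run cutoff, the mean activation of all tested compounds plus 3 SD, cut at about 14% in these data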;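 also: 0% = plate median of compound wells and 100% = 30 µM serotonin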
N-glyco inh: blocks N-linked glycosylation in D54 reporter cells | D54 ERlucT glycosylation luciferase reporter, 24 h; percent of 100 nM tunicamycin response | reporter increase, % at 12.5 µM | 360,000 tested, 0.23% active | AID 588692;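 active = mean luciferase reporter signal, scaled so untreated is 0 and the glycosylation-blocking control 100, at or above a set limit in every replicate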;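 also: luciferase carries N-glycosylation sites so blocking glycosylation raises the light; 0% = median of neutral control wells and 100% = median of 100 nM tunicamycin wells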
MC4R barr agon: agonists of human melanocortin 4 receptor (MC4R) beta-arrestin | P32245 | 360,000 tested, 0.98% active | AID 540308 | U2OS MC4R beta-arrestin complementation, luminescence; percent of melanotan II response, DMSO zero | activation, % at 8.9 µM;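 active = activation above a per-plate cutoff, the mean activation of sample wells on that plate plus 3 SD, cut at about 8% in these data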
PDI inh: blocks human protein disulfide isomerase activity | PDI insulin aggregation turbidity, A650, 90 min | P07237 | inhibition, % at 10 µM | AID 588391 | 350,000 tested, 0.052% active;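 active = mean inhibition across replicates of 30% or more, whatever share of single replicates reach that level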;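 also: absorbance from insulin aggregation driven by PDI reduction with DTT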
CaV13 FRET inh: Disruptors of the CACNA1D IQ motif to Ca2+-dependent inactivation inhibitor domain association, primary screening, Förster resonance energy transfer in intact living …; 340,000 tested, 0.098% active; HEK cells, CFP/YFP FRET ICDI-IQ, plate reader, 10 min; percent FRET-ratio fall versus neutral wells; inhibition, % at 12.3 µM;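 active = mean replicate inhibition of at least 30% and at least 1% of replicates passing that level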;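 also: 0% = median of the neutral control wells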
* hit, by the source's call; / = no result given.

SMILES	MC4R antagonist	H9c2 protect	ABHD5 PLIN5 PPI	ABCB6 inh 2	Granule exo inh	m5-HT2A agonist	N-glyco inh	MC4R barr agon	PDI inh	CaV13 FRET inh
CCCCC(CC)C(=O)Nc1cc(C(=O)NCc2ccc(C)cc2)ccc1N1CCC2(CC1)CC(c1ccccc1)=NO2 (centres undefined)	4	3	-2	103	-3	-4	-4	-0.8	-6	-4
Cc1cccc(NC(=O)CCN2C(=O)C3C4CCC(C4)C3C2=O)c1C (centres undefined)	5	0	-14	98	-1	2	0	-2.1	-2	-5
CNC(=O)CSc1nnc(-c2ccco2)n1-c1ccccc1	2	2	-3	94	2	3	-2	-2.4	4	-6
CCN(C(=O)COC(=O)CNC(=O)c1cccc(C)c1)c1c(N)n(Cc2ccccc2)c(=O)[nH]c1=O	0	5	4	96	-11	7	0	-2.1	-1	-6
Cc1c(C(=O)NCc2ccccc2)oc2ccc(S(=O)(=O)N3CCCC3)cc12	13	1	4	100	0	5	-3	-0.1	-9	-6
CCOC(=O)Cn1c(C)cc(=O)c2cccc(C)c21	-2	-2	0	99	7	-1	2	1.1	-5	/
COc1cc(NC(=O)COC(=O)/C=C/c2ccc(O)c(OC)c2)cc(OC)c1	-1	7	-1	94	-5	-2	-3	-2.0	-4	-5
O=C(NCCc1ccco1)C(=O)NCC1OCCCN1S(=O)(=O)c1ccc(F)cc1 (centres undefined)	-2	-2	13	101	0	0	1	1.7	1	-8
O=C1/C(=C\c2ccccc2)CCc2c1[nH]c1ccccc21	-7	-5	-11	100	2	4	6	1.4	-2	-5
COc1cccc(CNC(=O)COC(=O)c2ccc(C(=O)c3ccccc3)cc2)c1	0	4	11	93	7	6	0	4.2	11	-16
CC(C)CCC(C)NC(=O)CN1C(=O)NC(C)(c2ccc3ccccc3c2)C1=O (centres undefined)	-1	-6	-8	89	-2	2	0	-4.7	11	-6
CCN(CC)CCCN1C(=O)C(O)=C(C(=O)c2cc3ccccc3o2)C1c1ccccn1 (centres undefined)	17	4	-3	90	-2	2	0	-1.2	12	/
O=C(c1cccs1)N1N=C(c2ccccc2)CC1c1ccccc1O (centres undefined)	-3	-4	-10	82	1	10	-4	13*	7	-5
CCn1c(=O)cc(SCC(=O)NCCN2CCN(Cc3ccccc3)CC2)c2ccccc21	-1	-4	0	104	0	6	7	-1.4	-3	-8
COc1ccc(NC(=O)Cn2c(=O)n(CC3CCCO3)c(=O)c3cc(OC)c(OC)cc32)cc1OC (centres undefined)	4	6	7	101	3	5	2	0.2	-5	-6
S=C(NCc1cccs1)Nc1cccc(Cl)c1Cl	5	-7	-9	87	0	-3	-3	0.1	4	-9
Cn1c(=O)c(NCCO)c2c3c(cccc31)C(=O)c1ccccc1-2	1	6	7	91	-1	3	3	-1.1	-6	/
C[C@H](NC(=O)[C@@H]1Cc2ccccc2CN1C(=O)OC(C)(C)C)C(=O)NCc1ccco1	17	-4	22*	99	0	-3	1	2.7	0	-7
COc1ccccc1CN(C)C(=O)CNC(=O)c1cccc(Cl)c1	17	-2	-14	99	1	2	-1	-0.5	-7	-4
CCOC(=O)C1=C[C@@H](C(C)(C)C)N(S(=O)(=O)c2ccccc2C)[C@H]1c1ccc(Cl)cc1	/	-7	-18	100	-1	5	-11	/	/	-3
COC(=O)C1=C(C)N(CCc2cc(OC)c(OC)c(OC)c2)C(=O)N[C@H]1c1ccccc1	14	8	-4	97	-3	0	0	-1.9	-3	-6
COc1cc(OC)nc(-n2ncc(OC)c(Br)c2=O)n1	-6	12	-2	107	-2	0	0	-3.1	0	-2
Cc1ccc(-c2nnc(SCC(=O)NC(=O)Nc3ccc(C)cc3C)n2N)cc1	2	-2	3	96	-3	0	2	-1.0	5	-14
COC(=O)C1=C(C)NC(=O)NC1c1cc(Cl)ccc1OC (centres undefined)	4	2	-2	101	6	2	2	0.6	5	-5
O=C(NCCN1CCC(n2c(=O)[nH]c3ccccc32)CC1)c1ccc(F)cc1	/	/	-8	94	-3	-4	/	/	/	-6

In the list so far, 3 contain an NH in an aromatic ring.
SMILES	MC4R antagonist	H9c2 protect	ABHD5 PLIN5 PPI	ABCB6 inh 2	Granule exo inh	m5-HT2A agonist	N-glyco inh	MC4R barr agon	PDI inh	CaV13 FRET inh
CCN(C(=O)COC(=O)CNC(=O)c1cccc(C)c1)c1c(N)n(Cc2ccccc2)c(=O)[nH]c1=O	0	5	4	96	-11	7	0	-2.1	-1	-6
O=C1/C(=C\c2ccccc2)CCc2c1[nH]c1ccccc21	-7	-5	-11	100	2	4	6	1.4	-2	-5
O=C(NCCN1CCC(n2c(=O)[nH]c3ccccc32)CC1)c1ccc(F)cc1	/	/	-8	94	-3	-4	/	/	/	-6

Rewritten as labelled records: entries from further up
O=C1/C(=C\c2ccccc2)CCc2c1[nH]c1ccccc21
  MC4R antagonist: -7	H9c2 protect: -5	ABHD5 PLIN5 PPI: -11	ABCB6 inh 2: 100	Granule exo inh: 2	m5-HT2A agonist: 4	N-glyco inh: 6	MC4R barr agon: 1.4	PDI inh: -2	CaV13 FRET inh: -5

CNC(=O)CSc1nnc(-c2ccco2)n1-c1ccccc1
  MC4R antagonist: 2	H9c2 protect: 2	ABHD5 PLIN5 PPI: -3	ABCB6 inh 2: 94	Granule exo inh: 2	m5-HT2A agonist: 3	N-glyco inh: -2	MC4R barr agon: -2.4	PDI inh: 4	CaV13 FRET inh: -6

(list continues)
SMILES	MC4R antagonist	H9c2 protect	ABHD5 PLIN5 PPI	ABCB6 inh 2	Granule exo inh	m5-HT2A agonist	N-glyco inh	MC4R barr agon	PDI inh	CaV13 FRET inh
CCn1cc(C(=O)O)c(=O)c2cc(F)c(N3CCN(S(=O)(=O)c4ccc(NC(C)=O)cc4)CC3)cc21	4	-1	6	95	-1	7	1	-0.9	10	-5
Cn1nnnc1SCC(=O)Nc1ccc(N2CCOCC2)cc1	9	0	-1	107	0	-4	-1	2.3	6	-10
CC(/C=N/NC(=O)c1cc(C(C)(C)C)[nH]n1)=C\c1ccccc1	8	-5	-7	96	7	-5	3	1.9	-1	-3
Cc1c(C#N)c(N=CN(C)C)c(C(=O)c2ccccc2)n1-c1ccccc1	10	-3	-6	97	0	1	2	-2.6	-23	/
Nc1c(C(=O)CSc2ncccn2)c(=O)[nH]c(=O)n1C1CC1	11	20	10	99	-6	-2	1	-0.1	-1	-6
O=C(c1cc(N2C(=O)C3C4CCC(C4)C3C2=O)ccc1Cl)N1CCCCCC1 (centres undefined)	-2	4	-3	100	-1	0	1	-1.4	-2	1
Cc1nn(CC(=O)N2CCN(c3ccc(Cl)cc3)CC2)c(=O)c2cccn12	3	2	0	102	0	-2	-1	0.4	/	-4
Cc1ccccc1C(=O)NC1CCN(CC(=O)Nc2ccc(N(C)C)cc2)CC1	-2	0	3	105	10	0	0	-1.3	-3	-7
COc1cc(S(=O)(=O)N2CCCCC2)ccc1NC(=O)/C=C/c1ccccc1	-15	0	5	96	-1	-4	-4	-2.8	-9	-9
Cc1nnc(SCCn2c(N3CCN(Cc4ccccc4)CC3)nc3c2c(=O)[nH]c(=O)n3C)s1	-3	-2	2	94	0	-1	2	1.3	13	-4
CCN1CCN(CCCNC(=O)c2ccc(/C=C3/Sc4ccccc4N(Cc4ccccc4F)C3=O)cc2)CC1	-2	-26	14	101	70*	-10	-7	7.1	-43	-6
C/C=C(\C)C(=O)NCCN1C2=NC[C@@H](Cc3ccccc3)N2C[C@@H]1Cc1ccc(OC)cc1	-3	1	8	105	-4	-2	-1	0.6	-3	-10
CCOC(=O)Cc1csc(NC(=O)CN2CCN(c3ccccc3)CC2)n1	2	8	-1	96	5	-6	1	-1.6	-1	0
COc1ccc2nc(SCC(=O)NC3(C#N)CCCCC3)[nH]c2c1	0	-6	-4	98	-11	-5	-1	-1.8	1	-5
CN(CC(=O)Nc1c(Cl)cccc1Cl)C(=O)c1ccc(-n2cncn2)c([N+](=O)[O-])c1	10	-1	15	99	-16	-14	1	2.6	4	-5
NS(=O)(=O)c1cccc(NC(=O)COC(=O)C2(c3cccc(F)c3)CCCC2)c1	4	4	6	99	-2	0	-3	-1.0	13	-5
COc1ccc2[nH]c(=O)c(CN(C(=O)COc3ccccc3)C(C)C)cc2c1	2	7	-3	100	0	-3	0	-2.0	-5	-1
CC(N=C1NS(=O)(=O)c2ccccc21)C(=O)OCC(=O)N(C)C1CCS(=O)(=O)C1 (centres undefined)	7	5	9	101	5	3	1	-1.6	2	-5
COc1cccc(NS(=O)(=O)c2ccc3c(c2)N(C(C)=O)CCO3)c1	0	-2	10	97	0	3	-2	0.4	4	-7
CCc1ccc(C(=O)C(C)OC(=O)Cn2cnc3c2c(=O)n(C)c(=O)n3C)cc1 (centres undefined)	4	-4	6	100	-2	17*	1	-1.3	11	-2
Cc1ccc(/C=C/C(=O)NCc2ccc(S(N)(=O)=O)cc2)o1	10	0	47*	98	-1	2	-1	-0.6	-10	0
CCOC(=O)c1cnc(Nc2nc3ccccc3o2)nc1CSc1nnc(C)s1	1	60*	-7	97	-2	0	-1	-0.5	-1	-5
C(=NN1CCCCCC1)c1ccccc1	13	-6	-11	105	11	-3	-3	1.0	3	-6
O=C(Nc1cccc(Cl)c1)c1ccc2sc([C@H]3C[C@H](O)[C@@H](CO)O3)nc2c1	4	12	2	96	-10	9	0	1.0	0	-6
COc1cc(OC)cc(C(=O)N[C@H](C(=O)Nc2ccc(S(=O)(=O)N(C)C)cc2)C(C)C)c1	23	5	-1	97	-1	-4	2	-2.1	0	-2
COc1cccc(N2CC(C(=O)Nc3nnc(SCC(=O)N4CCOCC4)s3)CC2=O)c1 (centres undefined)	-3	1	-1	101	9	2	0	-2.2	-3	-5
Cc1ccc(Cl)cc1N1CCN(C(=O)CN2C(=O)c3cccc4cccc2c34)CC1	1	1	-3	98	6	0	-1	-1.4	-4	-8
CC(C)(C)OC(=O)N1CCN(C(=O)c2[nH]cnc2C(=O)Nc2cccc(Cl)c2)CC1	8	11	5	93	-5	8	2	-0.9	-4	-11

Arranged by value in ABCB6 inh 2 (highest first): 6 of the compounds above.
Compound,MC4R antagonist,ABHD5 PLIN5 PPI,ABCB6 inh 2,Granule exo inh,m5-HT2A agonist,N-glyco inh,MC4R barr agon,PDI inh,CaV13 FRET inh
C(=NN1CCCCCC1)c1ccccc1,13,-11,105,11,-3,-3,1.0,3,-6
Cc1nn(CC(=O)N2CCN(c3ccc(Cl)cc3)CC2)c(=O)c2cccn12,3,0,102,0,-2,-1,0.4,/,-4
NS(=O)(=O)c1cccc(NC(=O)COC(=O)C2(c3cccc(F)c3)CCCC2)c1,4,6,99,-2,0,-3,-1.0,13,-5
COc1cc(OC)cc(C(=O)N[C@H](C(=O)Nc2ccc(S(=O)(=O)N(C)C)cc2)C(C)C)c1,23,-1,97,-1,-4,2,-2.1,0,-2
CC(/C=N/NC(=O)c1cc(C(C)(C)C)[nH]n1)=C\c1ccccc1,8,-7,96,7,-5,3,1.9,-1,-3
Cc1nnc(SCCn2c(N3CCN(Cc4ccccc4)CC3)nc3c2c(=O)[nH]c(=O)n3C)s1,-3,2,94,0,-1,2,1.3,13,-4

No enrichment for hits (roughly 4.2% active in at least one column).
